p53ts 32C kill: cytotoxicity in p53ts cells at permissive temperature. H1299-p53A138V at 32C, ATP luminescence viability, 24 h. Potency, µM (top dose mostly 46.1 µM), for the others: at the highest dose activity change, negative = cytotoxicity, most hits filed as cytotoxic. 130,000 compounds, 0.93% hits;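 also: 0% = DMSO and -100% = full killing by reference compound; nearly all actives have a fitted effect of over 55% in size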
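Cells: H1299 p53ts (A138V), 600/well, pre-incubated 16–30 h at 37C. Cpd up to 46 uM, 24 h, 32C. Readout: ATPlite luminescence, 20 min RT. Normalization: DMSO vs tamoxifen 100 uM. AC50 by Hill equation.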
IkB sig inh: inhibitors of IkB signaling in ABC-DLBCL cells. ABC-DLBCL IkBa-CBG/CBR dual luciferase ratio, 4 h; response scale: scaled: untreated 0%, proteasome inhibitor 100%. Potency, µM (highest dose often 57.1 µM), for the others: top-dose IkBa stabilization activation. 110,000 compounds, 0.04% hits. AID 445; active = well fitted curve in the direction sought with a large enough effect in the signal ratio, not every such curve was filed as active; inconclusive = small, poorly fitted or top-dose-only effect, or a change in a side signal; the % refers to the signal ratio;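 also: the direction sought is a rising ratio; 0% = basal untreated cells and 100% = reference inhibitor full response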
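In this assay, an IκBα–CBG68 fusion accumulates when IKK-driven degradation is blocked; native CBR normalizes for cell number. OCI-Ly3 cells were treated 4 h with compound and doxycycline, then green and red light read after Chroma-Glo addition.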
p53ts 39C tox: p53ts cell cytotoxicity, nonpermissive temperature; H1299-p53A138V viability at 39C, ATP luminescence, 24 h; Potency, µM (series often up to 46.1 µM), without a hit: at the top dose activity change, negative = cell killing, usual class: cytotoxic; 130,000 compounds, 1.5% hits; AID 902; also: nearly all actives have a fitted effect of over 55% in size
Imprint erasure: genomic imprint erasure induction | AID 1948 | mouse ES Peg3-LacZ reporter, beta-gal luminescence, 40 h | 110,000 compounds, 0.02% hits | Potency, µM (highest dose often 60.7 µM), without a hit: at the top dose activity change, positive = activation, hits mostly activators;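 also: 0% = negative control wells on the plate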
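Gelatin-coated wells received 300 freshly trypsinized female ES cells with a Peg3LacZ-Neo reporter on the maternal allele, then incubated 40 hours at 37C. BetaGlo was added for 5 minutes at room temperature before a single luminescence read.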
An asterisk follows results filed as active; ? = inconclusive; . = no result given; [ ] = dose if it differs, or a comment. Unless noted, calls follow the shape of the dose curve; as a rule, active = well fitted curve in the direction sought with a large enough effect; inconclusive = small, poorly fitted or top-dose-only effect, or another doubt; inactive = no such curve, though single readings can be large; an effect the other way counts as inactive or inconclusive. Unless noted, % is scaled to controls: 0 for no effect and ±100 for the full control effect; potency is read from the fitted curve at half-maximal effect.

nr	mol	p53ts 32C kill	IkB sig inh
1	Cc1ccc2c(c1)N(CCC(=O)NCc1ccccn1)C(=O)CO2	-1%	0.0%
2	CC(=O)Nc1nc2c(ncn2COCCOC(C)=O)c(=O)[nH]1	-10%	2.6%
3	COc1ccc(CCNC(=O)CN(c2cc(C(F)(F)F)ccc2Cl)S(C)(=O)=O)cc1	6%	0.4%
4	CCCCOc1ccccc1Cn1c(=O)oc2ccc(C)cc21	3%	3.6%
5	COC(=O)c1ccc(C23CC4(C2)[C@H](CN(Cc2ccc(C(F)(F)F)cc2)[C@@H]4c2ccccc2)C3c2ccc(C(F)(F)F)cc2)cc1 (stereo partly specified)	-7%	.
6	COc1ccc(CNC(=O)c2cc3c(=O)[nH]c4ccc(C)cc4c3s2)c(OC)c1	4%	?
7	CCOC(=O)N1CCC(NC(=O)c2cc(-c3ccc(F)cc3)[nH]c2C)CC1	-8%	?
8	COc1ccc(NC(=O)Cn2c(C)c3cnn(-c4ccccc4)c(=O)c3c2C)c(OC)c1	11%	2.0%
9	Cc1ccc(S(=O)(=O)NC2(C(F)(F)F)C(=O)Nc3c2c(=O)n(C)c(=O)n3C)cc1 (stereo unspecified)	14%	0.5%
10	COC(=O)c1ccc(NC(=O)CCc2c(C)nn(-c3ccc(N4CCOCC4)nn3)c2C)cc1	-22%	0.1%

nr	p53ts 39C tox	Imprint erasure
1	-7%	9%
2	0%	4%
3	-7%	-8%[10.9 µM]
4	1%	-25%
5	-5%	-7%
6	-18%	-11%[10.9 µM]
7	-5%	-15%
8	9%	26%[10.9 µM]
9	-2%	11%
10	-28%	-10%[10.9 µM]

More entries follow:
nr	mol	p53ts 32C kill	IkB sig inh
11	COc1ccccc1S(=O)(=O)Cc1ccc(C(=O)NC2CCCCC2)o1	10%	0.6%
12	Cc1ccc(CN2C(=O)C3(SCC(=O)N3c3ccc(C)c(C)c3)c3ccccc32)cc1 (stereo unspecified)	20%	-0.2%
13	CCCC(=O)Nc1ncnc2c1ncn2[C@@H]1O[C@@H]2COP(=O)(O)O[C@H]2[C@H]1OC(=O)CCC	8%	-0.1%
14	Cc1ccc(NC(=O)c2c(C)oc3ccc(O)c(CN4CCCCCC4)c23)cc1	-6%	1.3%
15	COC(=O)c1ccccc1NC(=O)C1CC(c2ccc(F)cc2)=NO1 (stereo unspecified)	9%	1.9%
16	C=C(C)CSc1cc(C)c(C#N)c2nc3ccccc3n12	20%	.
17	COc1ccccc1C(=O)Nc1ccccc1C(=O)N1CCCC1	3%	1.3%
18	COc1cc(-c2nnc(SCC(=O)NC(C)C)o2)cc(OC)c1OC	-7%	0.0%
19	Cc1cc(C)cc(NC(=O)CN2CCN(CCN=CC3=C(O)CC(C)(C)CC3=O)CC2)c1	0%	.
20	CCCCCn1c(SCCN2CCOCC2)nc2c1c(=O)[nH]c(=O)n2C	7%	-1.8%

nr	p53ts 39C tox	Imprint erasure
11	9%	-12%
12	13%	-10%[10.9 µM]
13	0%	-5%
14	?	-2%[10.9 µM]
15	-12%	-12%
16	?	.
17	11%	-12%
18	-15%	11%[10.9 µM]
19	7%	.
20	-5%	-1%

5 neighbouring compounds already listed, for reference:
nr	mol	p53ts 32C kill	IkB sig inh
14	Cc1ccc(NC(=O)c2c(C)oc3ccc(O)c(CN4CCCCCC4)c23)cc1	-6%	1.3%
15	COC(=O)c1ccccc1NC(=O)C1CC(c2ccc(F)cc2)=NO1 (stereo unspecified)	9%	1.9%
16	C=C(C)CSc1cc(C)c(C#N)c2nc3ccccc3n12	20%	.
17	COc1ccccc1C(=O)Nc1ccccc1C(=O)N1CCCC1	3%	1.3%
18	COc1cc(-c2nnc(SCC(=O)NC(C)C)o2)cc(OC)c1OC	-7%	0.0%

nr	p53ts 39C tox	Imprint erasure
14	?	-2%[10.9 µM]
15	-12%	-12%
16	?	.
17	11%	-12%
18	-15%	11%[10.9 µM]

Following part:
nr	mol	p53ts 32C kill	IkB sig inh
21	CC(C)OC(=O)CCc1nc2ccccc2[nH]c1=O	-2%	0.4%
22	Cc1onc(-c2ccccc2Cl)c1C(=O)OCN1C(=O)c2ccccc2C1=O	-5%	4.9%
23	CC(C)CN1CC[C@@]2(CCCN(C(=O)c3csnn3)C2)C1	-5%	1.2%[11.4 µM]
24	CCC(Cn1nnc2ccccc2c1=O)NC(=O)Nc1ccccc1OC (stereo unspecified)	9%	1.3%
25	CCOc1ccccc1COC(=O)c1cccc(-n2cnnn2)c1	1%	0.6%
26	CCCn1c(-c2cccs2)nc2ccccc21	-3%	-0.8%
27	Cc1oc2ncn(C)c(=O)c2c1C(=O)Nc1ccccn1	-1%	1.4%
28	Cc1c(C(=O)NCc2cccs2)oc2ccccc12	2%	2.8%
29	Cc1ccc(C)c(NC(=O)CSc2nc(=O)n(CCN3CCOCC3)c3c2CCC3)c1	-2%	0.0%
30	O=C(COc1ccccc1)NCC(c1cccs1)N1CCOCC1 (stereo unspecified)	-6%	-1.0%

nr	p53ts 39C tox	Imprint erasure
21	5%	-2%
22	-1%	-3%
23	3%	.
24	-14%	6%[10.9 µM]
25	-3%	-15%
26	-4%	-11%
27	-11%	-6%[10.9 µM]
28	2%	-22%
29	9%	-7%[10.9 µM]
30	1%	-3%

The results go on.
nr	mol	p53ts 32C kill	IkB sig inh
31	O=C(CCCCCn1c(=O)[nH]c2ccsc2c1=O)NCc1cccs1	1%	0.9%
32	CC(=O)c1ccc(Oc2ncnc3c2oc2ccccc23)cc1	6%	-2.0%
33	C=CCNC(=O)CCCc1ccccc1	-8%	-2.2%
34	CC(=O)N1CCCc2cc(S(=O)(=O)N3CCC(C(=O)NC4CCC(C)CC4)CC3)ccc21 (stereo unspecified)	0%	?
35	COc1ccc(N2C(=O)C3CCCN3C2c2ccc(C)cc2)cc1 (stereo unspecified)	5%	-0.9%
36	Cc1cc(NC(=O)CSc2ncnc3sc4c(c23)CCC(C)C4)no1 (stereo unspecified)	-6%	1.5%
37	COc1cccc(O)c1O	5µM*	.
38	CN(C(=O)CSc1nc2ccccc2n1CC(=O)N(C)C1CCCCC1)c1ccccc1	4%	-1.1%
39	CCSc1nnc(NC(=O)c2cc(C)oc2C)s1	-6%	-0.6%
40	O=C(Cn1cc2c(n1)CCCC2)Nc1ccccc1Cl	4%	-1.2%

nr	p53ts 39C tox	Imprint erasure
31	-2%	-15%
32	-3%	-20%[10.9 µM]
33	4%	-14%
34	-28%	-8%[10.9 µM]
35	10%	18%
36	-6%	-5%
37	6.3µM*	-59%[inhibitor]
38	3%	-13%[10.9 µM]
39	-1%	-61%[inhibitor]
40	0%	-15%

The results go on.
nr	mol	p53ts 32C kill	IkB sig inh
41	C=CCn1c(Cc2cccs2)nnc1SCC(=O)Nc1ccc(C(=O)OCC)cc1	0%	?
42	O=C(NCc1ccc(Cl)cc1)c1ccc2c(c1)N(Cc1ccccc1F)C(=O)c1ccccc1S2=O (stereo unspecified)	21%	?
43	CC1=CC(C)=Nc2ccc(C)cc2N1	-9%	?
44	CCc1ccccc1N(CC(=O)NCc1ccco1)C(=O)c1snc(C(N)=O)c1N	3%	0.7%
45	O=C(C1CCCN(S(=O)(=O)c2ccc(F)cc2)C1)N1CCCC1 (stereo unspecified)	1%	0.2%
46	O=C(Nc1cnn(Cc2ccc(Cl)cc2)c1)C1CCCC1	-7%	0.6%
47	O=C(O)C1CC(c2cccc(Br)c2)=NO1 (stereo unspecified)	1%	1.4%
48	O=C(c1cc(-c2cccc(O)c2)on1)N1CCN(C(c2ccccc2)c2ccccc2)CC1	5%	?
49	O=C(Cn1nc(-c2ccccc2)ccc1=O)Nc1ccc(N2CCN(C(=O)c3ccccc3)CC2)cc1	14%	3.7%
50	Cc1cccc(OCc2nnc(SCc3nc4ccccc4c(=O)[nH]3)o2)c1	-7%	-0.9%

nr	p53ts 39C tox	Imprint erasure
41	-5%	-18%
42	-22%	-11%[10.9 µM]
43	-15%	-16%
44	9%	4%
45	0%	-4%
46	9%	-27%
47	11%	3%
48	?	-49%[inhibitor]
49	-1%	-17%
50	3%	-12%

Following part
nr	mol	p53ts 32C kill	IkB sig inh
51	CCN1C(=O)/C(=C/N2CCc3ccccc32)SC1=S	1%	-2.1%
52	Cc1cc(Cl)cc(C)c1OCCCCn1ccnc1	-4%	-4.9%
53	CC1(C)CC(=O)c2cnc(NC(=O)CSc3nc4ccccc4o3)nc2C1	4%	2.7%
54	CCCCn1c(SCN2C(=O)c3ccccc3C2=O)nc2cc(S(N)(=O)=O)ccc21	2%	0.5%
55	CCN(CC)S(=O)(=O)c1ccc(NC(=O)C2COc3ccccc3O2)cc1 (stereo unspecified)	7%	0.6%
56	Cc1cccc(Cn2c(COc3ccccc3)nc3ccccc32)c1	-11%	?
57	O=C(c1cc(C(F)(F)F)cc(C(F)(F)F)c1)N1CCC2(CC1)CCN(c1ccccc1)CC2	-20%	3.4%[11.4 µM]
58	COc1cccc(-c2cc(C(F)(F)F)n3nc(N)nc3n2)c1	-5%	-1.6%
59	CCOC(=O)c1c(C)oc2nc(C)nc(Nc3cc(C)cc(C)c3)c12	-4%	-1.9%
60	O=C(c1ccco1)N1CCN(C(=O)C(c2ccccc2)c2ccccc2)CC1	2%	.

nr	p53ts 39C tox	Imprint erasure
51	2%	-10%
52	-8%	-22%
53	3%	-3%
54	1%	-12%
55	-1%	6%
56	15%	9%[10.9 µM]
57	-20%	.
58	-9%	-11%
59	4%	-7%[10.9 µM]
60	-2%	.

Next structures
nr	mol	p53ts 32C kill	IkB sig inh
61	Cc1ccc(C)c2sc(N3CCN(C(=O)C(C)(C)C)CC3)nc12	-3%	-2.4%
62	Cc1ccccc1-c1nnn(CC(=O)c2ccc(S(=O)(=O)N3CCCC3)cc2)n1	7%	2.1%
63	CCOC(=O)c1c(S(=O)(=O)N2CCCC(C(=O)NCc3cccc(C)c3)C2)c(C)n(C)c1C (stereo unspecified)	4%	-1.1%
64	OC[C@@H]1NC[C@@H](O)[C@@H](O)[C@H]1O	5%	0.6%
65	CCC(=O)Nc1ccc(C(=O)Nc2ccc3c(c2)C(=O)N(CC2CCCO2)C3=O)cc1 (stereo unspecified)	-9%	-1.7%
66	COc1ccccc1S(=O)Cc1ccc(C(=O)NC2CCCC2)o1 (stereo unspecified)	6%	-1.1%
67	O=C(Cn1nnc(-c2ccc(S(=O)(=O)N3CCCC3)cc2)n1)NCC1CCCO1 (stereo unspecified)	3%	0.2%
68	COc1ccc(CCNC(=O)c2ccc3c(c2)N(Cc2ccc(Cl)cc2)C(=O)c2ccccc2S3)cc1OC	20%	-1.4%
69	CN1CCN(C(=O)C(=O)Nc2c3c(nn2-c2ccc(F)cc2)CSC3)CC1	7%	-0.2%
70	CCC1(NC(C)=O)CC2CC1CC2NC(C)=O (stereo unspecified)	3%	1.1%
71	COc1ccccc1CCNC(=O)CSc1nc(-c2ccco2)cc(C(F)(F)F)n1	-4%	-2.8%
72	CCN(CC)CCCNC(=O)C(=O)Nc1ccc2nc3n(c(=O)c2c1)CCCCC3	-10%	-1.1%
73	CCOC(=O)c1ccccc1NC1(c2ccc(OC)cc2)C(=O)c2ccccc2C1=O	-3%	-2.6%

nr	p53ts 39C tox	Imprint erasure
61	1%	-11%[10.9 µM]
62	3%	-10%
63	-4%	6%[10.9 µM]
64	13%	.
65	-4%	-17%
66	6%	-9%
67	6%	-14%
68	-13%	-12%[10.9 µM]
69	4%	-3%[10.9 µM]
70	6%	-3%
71	0%	-6%
72	-4%	13%[10.9 µM]
73	-20%	-9%[10.9 µM]

Source: PubChem
